# ELG1 repair inh: inhibitors of ELG1-dependent DNA repair in HEK293T cells. HEK293T ELG1-luciferase reporter, luminescence, 16 h; DNA damage induced by 5-fluorouridine. Potency, µM (series often up to 46.1 µM), inactives show at the top dose activity change, negative = inhibition, hits mostly inhibitors. 2.3% of 330,000 active; further: potency means the concentration at half of the fitted maximal effect; on the % scale 0 is the no-effect control and ±100 the full control effect; nearly all actives have a fitted effect of over 55% in size
#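 5-Fluorouridine DNA damage + compound/DMSO, 2,000 cells/well, 16 h, 37 °C/5% CO2. ONE-Glo, 30 min RT, luminescence. Readout = decrease in reporter signal.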
# Menin MLL FP TR: inhibitors of human menin-MLL interaction, mutant MLL peptide. Menin + Texas Red MLL mutant peptide, fluorescence polarization. O00255. 0.23% of 270,000 active. Potency, µM (series often up to 61.6 µM), without a hit: top-dose FP activity change, negative = inhibition, actives largely listed as inhibitors; active means well fitted inhibition curve with a large enough effect in the polarisation, with a control signal flat, not every such curve was filed as active; inconclusive means small, poorly fitted or top-dose-only effect, or effect the other way, or a change in a side signal; inactive means no such curve, though single readings can be large or run the other way; the % refers to the polarisation; further: potency means the concentration at half of the fitted maximal effect; % of control where 0% means no effect; many of its hits are not listed in these tables
# Target sequence (O00255 whole entry, looked up): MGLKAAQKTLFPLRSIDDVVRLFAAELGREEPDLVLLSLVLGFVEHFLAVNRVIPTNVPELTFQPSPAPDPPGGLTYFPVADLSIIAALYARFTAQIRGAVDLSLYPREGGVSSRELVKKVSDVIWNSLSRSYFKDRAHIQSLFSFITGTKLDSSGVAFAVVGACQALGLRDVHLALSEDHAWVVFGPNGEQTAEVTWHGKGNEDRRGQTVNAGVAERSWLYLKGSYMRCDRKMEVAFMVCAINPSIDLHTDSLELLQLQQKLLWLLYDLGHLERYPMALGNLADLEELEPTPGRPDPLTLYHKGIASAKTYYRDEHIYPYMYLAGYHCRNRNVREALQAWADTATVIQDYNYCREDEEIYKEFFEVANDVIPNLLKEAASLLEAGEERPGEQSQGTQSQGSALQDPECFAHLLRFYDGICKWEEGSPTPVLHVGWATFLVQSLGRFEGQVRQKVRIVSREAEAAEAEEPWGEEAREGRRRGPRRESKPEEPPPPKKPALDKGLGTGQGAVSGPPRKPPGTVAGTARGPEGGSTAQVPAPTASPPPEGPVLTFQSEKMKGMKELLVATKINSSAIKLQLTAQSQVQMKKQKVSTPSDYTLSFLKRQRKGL
# Rab9 prom act: Rab9 promoter activation; Huh7 Rab9 promoter-luciferase reporter, luminescence, 24 h; Potency, µM (top dose mostly 9.22 µM), for inactives: at the top dose activation, negative = inhibition, hits mostly activators; 2.8% of 320,000 active; AID 485297; further: potency means the concentration at half of the fitted maximal effect; % of control where 0% means no effect; nearly all actives have a fitted effect of over 60% in size
#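 Stable Rab9-luc Huh7, 1500 cells/well, 2 h settle; cmpd in DMSO, 24 h, 37 °C/5% CO2; luciferase reagent 10 min RT; luminescence.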
# Mito fusion act: mitochondrial division inhibition or fusion activation | S. cerevisiae fusion-defective mutant growth rescue, CellTiterGlo 48 h | Potency, µM (highest dose often 46.1 µM), for the others: at the highest dose growth rescue (activation), actives largely listed as activators | 0.23% of 320,000 active;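 further: potency means the concentration at half of the fitted maximal effect; % of control where 0% means no effect; nearly all actives have a fitted effect of over 45% in size; temperature-sensitive fusion mutants such as fzo1-1 at 37 °C on non-fermentable ethanol glycerol medium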
#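 Compounds are tested for their ability to restore growth of mitochondrial fusion-defective yeast strains at non-permissive 37C in YPEG medium over 48 hours. Viability is quantified by luciferase luminescence.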
# PKM2 activator: PKM2 (human) enzyme activation; P14618; purified PKM2, Kinase-Glo ATP luminescence, activation; response scale: 0% is enzyme alone, no compound; Potency, µM (highest dose often 57.5 µM), without a hit: top-dose activation, actives largely listed as activators; 0.34% of 260,000 active; AID 1631; further: potency means the concentration at half of the fitted maximal effect; on the % scale 0 is the no-effect control and ±100 the full control effect; nearly all actives have a fitted effect of over 55% in size
#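 ATP formation by purified human PK-M2, quantified via coupled luciferase luminescence after 1 h at room temperature with 0.1 mM ADP and 0.5 mM PEP final.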
# FLuc counter: inhibits or activates purified firefly luciferase, miR-21 counter-screen. Potency, µM (titrated, usually from 57.5 µM), inactives show at the highest dose activity change, negative = inhibition, actives largely listed as inhibitors. purified FLuc, Km substrates, luminescence inhibition. P08659. 6.9% of 360,000 active;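 further: potency means the concentration at half of the fitted maximal effect; plate controls were vehicle for no effect and reference inhibitor for full effect; nearly all actives have a fitted effect of over 55% in size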
#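 Purified P. pyralis luciferase, 10 nM final, with Km-level 10 uM D-luciferin and 10 uM ATP in 50 mM Tris acetate pH 7.5, 10 mM Mg acetate, 0.01% Tween-20, 0.05% BSA; 6-point qHTS titration about 60 µM downward; luminescence read.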
# MBNL1 CUG block: MBNL1-poly(CUG) RNA binding inhibition; Q9NR56; Potency, µM (highest dose often 57.5 µM), for inactives: at the top dose activity change, negative = inhibition, actives largely listed as inhibitors; 0.036% of 280,000 active; TR-FRET MBNL1-His/biotin-(CUG)12 binding, 665/545 ratio; active means well fitted inhibition curve with a large enough effect in the signal ratio, with a control signal flat, not every such curve was filed as active; inconclusive means small, poorly fitted or top-dose-only effect, or effect the other way, or a change in a side signal; inactive means no such curve, though single readings can be large or run the other way; the % refers to the signal ratio; further: potency means the concentration at half of the fitted maximal effect; on the % scale 0 is the no-effect control and ±100 the full control effect
# Target sequence (Q9NR56 whole entry, looked up): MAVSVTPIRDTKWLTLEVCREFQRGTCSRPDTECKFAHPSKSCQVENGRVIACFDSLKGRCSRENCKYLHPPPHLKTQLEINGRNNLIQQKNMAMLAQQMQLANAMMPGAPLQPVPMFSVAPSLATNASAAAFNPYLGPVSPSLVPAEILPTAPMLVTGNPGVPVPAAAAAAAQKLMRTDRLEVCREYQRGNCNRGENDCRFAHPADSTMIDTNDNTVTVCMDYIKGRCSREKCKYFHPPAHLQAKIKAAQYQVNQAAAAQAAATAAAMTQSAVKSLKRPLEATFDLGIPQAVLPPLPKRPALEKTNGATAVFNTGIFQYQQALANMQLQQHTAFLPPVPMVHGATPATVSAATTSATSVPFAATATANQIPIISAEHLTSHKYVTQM
#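 His-tagged MBNL1 binding to biotinylated (CUG)12 RNA was measured by TR-FRET using terbium anti-His antibody (0.055 ng/ul final) and streptavidin-XL665 (5 nM final). Compounds were titrated 92 nM to 58 uM; 60 min at room temperature.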
# RORgamma inh: inhibitors of mouse ROR gamma transcriptional activity | Drosophila S2 Gal4-RORgamma UAS-luciferase reporter, 20 h | 5.4% of 310,000 active | AID 2551 | Potency, µM (top dose mostly 53.6 µM), inactives show at the top dose activity change, negative = inhibition, most hits filed as inhibitors | P51450; further: potency means the concentration at half of the fitted maximal effect; on the % scale 0 is the no-effect control and ±100 the full control effect; nearly all actives have a fitted effect of over 60% in size
#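 In this cell-based reporter format, copper sulfate (700 uM final) drives Gal4–ROR gamma fusion expression from a metallothionein promoter in Drosophila Schneider cells; compounds preincubated 1 hr, reporter read after 20 hr at ambient temperature.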
# KCNH2 3.1 inh: inhibitors of human KCNH2 3.1 potassium channel isoform; 0.95% of 340,000 active; AID 720553; U2OS KCNH2 3.1, thallium flux FluxOr; hits give low values; activity change, % (tested at about 1.8 µM);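 active means maximum activity change below -70%; inconclusive means maximum activity change from -70% to -50%; inactive means maximum activity change above -50%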;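 further: thallium influx rate constant from kinetic fluorescence after stimulation buffer; on the % scale 0 is the no-effect control and ±100 the full control effect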
#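 FluxOr-based Tl+ influx in U2OS cells transduced with KCNH2 3.1 virus; rate constants normalized to DMSO controls.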
# Gal4-VP16 FLuc: Gal4-VP16 reporter inhibition counter-screen. 3.5% of 310,000 active. AID 2546. Potency, µM (series often up to 53.6 µM), for inactives: at the highest dose activity, negative = inhibition, most hits filed as inhibitors. Drosophila S2 Gal4-VP16 UAS-luciferase, luminescence, 20 h;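 further: Gal4-VP16 expression switched on by copper sulfate through the metallothionein promoter; potency means the concentration at half of the fitted maximal effect; on the % scale 0 is the no-effect control and ±100 the full control effect; nearly all actives have a fitted effect of over 50% in size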
# NPC1 prom act: activators of NPC1 promoter; Huh7 NPC1 promoter luciferase reporter, 24 h; 2.4% of 320,000 active; Potency, µM (titrated, usually from 9.22 µM), for inactives: at the top dose activation, most hits filed as activators;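 further: potency means the concentration at half of the fitted maximal effect; % of control where 0% means no effect; nearly all actives have a fitted effect of over 60% in size; reporter is driven by a mutant NPC1 promoter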
#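 In 1536-well qHTS, Huh7 cells harboring an NPC1 promoter–luciferase construct received compound for 24 h; activation was quantified by luminescence following luciferase reagent addition.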
# Active calls of the source: *; ? = inconclusive; . = no result given; [ ] = dose if it differs, or a comment. Unless noted, the call rests on the fitted dose curve; in most records, active means well fitted curve in the direction sought with a large enough effect; inconclusive means small, poorly fitted or top-dose-only effect, or another doubt; inactive means no such curve, though single readings can be large; an effect the other way counts as inactive or inconclusive.
molecule	ELG1 repair inh	Menin MLL FP TR	Rab9 prom act	Mito fusion act	PKM2 activator	FLuc counter	MBNL1 CUG block	RORgamma inh	KCNH2 3.1 inh	Gal4-VP16 FLuc	NPC1 prom act
CCN(CCn1cccn1)C(=O)CC1C(=O)NCCN1Cc1cc(OC)cc(OC)c1 (stereo not given)	13%	?	-1%	5%	-9%	-3%	-3%	31%	12	20%	2%
Cc1cccc(C)c1NC(=O)CN(C1CCCCC1)S(C)(=O)=O	-4%	-13%	-1%	-2%	-3%[11.5 µM]	-3%	4%	0%	2	-5%	-5%
CC(C)Cc1nc2ccc(N)cc2[nH]1	-4%	5%	-7%	1%	0%	6%	8%	4%	-4	1%	-4%
CCOc1cc(N2CCOCC2)c(OCC)cc1NC(=O)C1CCCC1	-19%	-1%	-7%	0%	-6%	2%	2%	0%	13	14%	4%
CCOc1cc(C)c(C(C)C)cc1S(=O)(=O)n1cnc(C)c1	-7%	9%	-16%	?	14%	-3%	0%	17%	-3	-2%	-18%
CCCNS(=O)(=O)c1ccc(CCC(=O)Nc2cc(Cl)ccc2Oc2ccccc2)cc1	23µM*	2%	-4%	27%	-2%	3%	-2%	?	-22	3%	-2%
COc1ccc(CCNC(=O)COc2nsnc2N2CCOCC2)cc1OC	-1%	-1%	4%	0%	0%	1%	-9%	13%	-6	0%	-6%
O=c1cc(-c2ccccc2)c2c([nH]1)CCCC2	13%	13%	9%	-2%	-4%	5%	-3%	20%	-9	-7%	0%
CCOc1ccc(CN2CCN(Cc3nc(C(C)C)cs3)CC2CCO)cc1 (stereo not given)	?	?	-3%	0%	-1%	-1%	1%	-1%	-96*	2%	-1%
O=C1CSC(c2ccncc2)N1Cc1ccco1 (stereo not given)	-2%	8%	14%	4%	7%	0%	-11%	-13%	-21	5%	-3%
CC(=O)c1sc(NC(=O)Cc2c(F)cccc2Cl)nc1C	7%	-13%	0%	20%	.	-1%	122%[activator]	29%	-5	-11%	0%
Cc1c(Cl)cccc1NC(=O)CCCN1C(=O)CCC1=O	4%	1%	9%	2%	-19%	-2%	1%	-3%	2	16%	2%
CC(=O)Nc1ccc(S(=O)(=O)N2CCN(C(=O)c3ncoc3-c3cccc(C)c3)CC2)cc1	?	-16%	0%	-2%	4%	0%	2%	-20%	16	-1%	-2%
COc1nc(-c2ccccc2)nnc1-c1ccccc1	?	5%	3.2µM*	2%	7%	5.4µM*	2%	2%	16	?	?
CCOCC(=O)Nc1cc(Cl)c(OC)cc1OC	9%	-3%	-3%	7%	3%	4%	-8%	6%	.	-4%	-10%
COc1ccc(/C=N\NC(=O)c2ccccc2OC)cc1COc1ccccc1C	?	30%	-2%	-1%	-3%	-14%	-7%	?	-22	-17%	-1%
C#CC(=O)N(c1ccc(OC)c(OC)c1)C(C(=O)NC1CCCC1)c1cccs1 (stereo not given)	?	5%	-48%[inhibitor]	7%	-11%	0%	-3%	2.5µM*	-10	8.9µM*	-42%[inhibitor]
CC(C)[C@H](NC(=O)c1ccco1)C(=O)N(C)Cc1c(F)cccc1Cl	-18%	-4%	9%	4%	0%	3%	-6%	7%	1	4%	-2%
Cc1cc(C)c(-c2cc(C(=O)Nc3c(C)n(C)n(-c4ccccc4)c3=O)[nH]n2)c(O)c1	-10%	10%	-4%	-7%	4%	6%	-4%	11%	-7	?	0%
CCOC(=O)C1CCN(S(=O)(=O)c2c[nH]c(=O)[nH]c2=O)CC1	12%	.	1%	2%	.	0%	.	.	1	.	-4%
CC(=O)N1CCN(CCS(=O)(=O)c2ccc(Br)cc2)CC1	22%	.	-5%	0%	.	0%	.	.	3	.	0%
Cc1cc(Br)ccc1NC(=O)C1CSC2(C)CCC(=O)N12 (stereo not given)	?	.	-7%	5%	.	3%	.	.	-12	.	2%
CC(C)C[C@@H](C(=O)NCC1CCCO1)N1C(=O)N2CCc3c([nH]c4ccccc34)[C@@]2(C)C1=O (stereo not given in full)	-2%	1%	-2%	3%	1%	6%	-5%	29%	17	-1%	0%
NC(=O)C1CCN(CC(=O)Nc2ccccc2N2CCOCC2)CC1	1%	.	-3%	-5%	4%	5%	-2%	-9%	-21	-10%	-1%
COc1ccc(C(C(=O)NC2CCCC2)N(CCO)C(=O)Cn2nnc(-c3ccc(C)o3)n2)cc1 (stereo not given)	1%	0%	-8%	0%	.	1%	-1%	23%	-25	0%	-6%
O=C(Cn1c(-c2cncs2)nc2ccccc21)NC1CCCC1	6%	3%	-3%	1%	0%	3%	-5%	-5%	22	8%	-3%
CC#CC(=O)N1CCC(n2nccc2NC(=O)c2ccc3c(c2)OCO3)CC1	?	-13%	20%	-3%	1%	3%	0%	7%	-11	11%	-7%
COc1ccc2[nH]cc(C(=O)CN3CCCC(C)C3)c2c1 (stereo not given)	9%	16%	2%	1%	-1%	0%	0%	-10%	3	-10%	-3%
CC(C)[C@H](NS(=O)(=O)c1ccccc1)C(=O)OCC(=O)NC(=O)c1cccn1C	?	-6%	-1%	-4%	-5%	1%	2%	4%	-10	5%	10%
O=C(Nc1c(-c2ccccc2)nc2ccccn12)c1ccccc1	1%	-8%	14%	-7%	15%	-10%	-19%	-6%	3	5%	-2%
CC(=O)Nc1sc(C)c(C)c1C(=O)OCC(=O)N(CC(C)C)c1c(N)n(Cc2ccccc2)c(=O)[nH]c1=O	?	.	-17%	7%	.	4%	.	.	27	.	-15%
CCOc1ccc(CN2CCN(Cc3cc4ccccc4o3)CC2CCO)cc1 (stereo not given)	?	-8%	-6%	-7%	3%	-3%	-1%	?	-107*	-1%	3%
CC(=O)NCCC(=O)Nc1sc2c(c1-c1nc3ccccc3[nH]1)CCCC2	15µM*	26%	0%	0%	0%	?	-4%	-17%	8	1%	-6%
Cn1cccc1C(=O)NC(=O)COC(=O)C12CC3CC(CC(O)(C3)C1)C2	?	-3%	17%	5%	-23%	6µM*	-8%	?	-27	?	14%
O=C(NC(=S)NCc1ccccc1)c1cccnc1	18%	2%	-9%	-2%	-3%	4%	.	11µM*	26	?	-5%
Cc1coc2cc3oc(=O)ccc3cc12	-2%	13%	-3%	3%	.	-6%	1%	-9%	18	-16%	-3%
CCC1CCCCN1C(=S)NC(=O)c1ccc([N+](=O)[O-])cc1 (stereo not given)	3%	2%	-7%	5%	-13%	-1%	?	0.25µM*	-6	0.28µM*	-2%
O=C(OC(C(=O)c1c[nH]c2ccccc12)c1ccccc1)c1cnccn1 (stereo not given)	-1%	24%	8%	1%	8%	0%	8%	0%	-11	-11%	-3%
CCN(CC(=O)NCc1cccs1)C(=O)c1ccccc1F	4%	3%	-8%	-1%	2%	-3%	5%	-15%	-14	2%	0%
CCCCCCc1ccc(N2C[C@H](CCCCC)[C@@H](CC(=O)NCc3ccccc3)C2=O)cc1	-3%	0%	-3%	-9%	-1%	2%	-4%	-13%	4	-8%	-1%
Cc1ccc2c(Cl)c(C(=O)NCC(c3ccco3)N3CCCC3)sc2c1 (stereo not given)	?	.	-1%	-5%	.	?	3%	11%	-35	-16%	26%
COc1ccc(NC(=O)CCN2CCCC(C)C2)cc1 (stereo not given)	-6%	13%	-4%	-5%	2%	2%	-1%	-34%	1	-13%	-3%
CCOC(=O)c1c(-c2ccco2)csc1NC(=O)CSc1nnc(N)s1	-24%	?	7%	5%	13µM*	-3%	19%	4%	7	8%	-2%
CCCOc1ccc(-c2nnn(CC(=O)N3CCC(C)CC3)n2)cc1	0%	?	0%	13%	-4%	17µM*	-3%	?	5	1%	1%
C[C@H](OC(=O)n1ccnc1)[C@@H]1O[C@@]2(C)CCC[C@@H]1O2	22%	.	1%	1%	.	-2%	.	.	14	.	-2%
O=C(CNCc1cccs1)Nc1cc(S(=O)(=O)N2CCCC2)ccc1Cl	16µM*	.	-5%	?	-18%	-1%	-15%	?	10	?	0%

# From PubChem BioAssay

# An excerpt. The share of hits here may be higher or lower than overall.
